SW480 rerep: A quantitative high throughput screen for small molecules that induce DNA re-replication in SW480 colon adenocarcinoma cells. SW480 DNA re-replication, Hoechst DNA content imaging, 48 h. Potency, µM (titrated, usually from 46.1 µM), for inactives: at the top dose re-replication activation, usual class: activators. 1.8% of 340,000 active; note: potency is the fitted concentration of half-maximal effect; % of control where 0% means no effect; nearly all actives have a fitted effect of over 55% in size
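First, 250 cells per well were seeded. Next, compound or vehicle (23 nL) was pinned in, plates sat 48 hr at 37 C. Finally Hoechst was added for 40 min before fluorescence scanning.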
GLP-1R agonist: qHTS of GLP-1 Receptor Agonists | Glucagon-like peptide 1 receptor (Homo sapiens), P43220 | HEK293 GLP-1R CRE-luciferase, luminescence, 4-6 h; cells express a hypersensitive GLP-1R form | Potency, µM (doses to about 45.6 µM), for the others: top-dose activation, most hits filed as activators | 0.007% of 380,000 active; note: potency is the fitted concentration of half-maximal effect; % of control where 0% means no effect
Target sequence (P43220 whole entry, looked up): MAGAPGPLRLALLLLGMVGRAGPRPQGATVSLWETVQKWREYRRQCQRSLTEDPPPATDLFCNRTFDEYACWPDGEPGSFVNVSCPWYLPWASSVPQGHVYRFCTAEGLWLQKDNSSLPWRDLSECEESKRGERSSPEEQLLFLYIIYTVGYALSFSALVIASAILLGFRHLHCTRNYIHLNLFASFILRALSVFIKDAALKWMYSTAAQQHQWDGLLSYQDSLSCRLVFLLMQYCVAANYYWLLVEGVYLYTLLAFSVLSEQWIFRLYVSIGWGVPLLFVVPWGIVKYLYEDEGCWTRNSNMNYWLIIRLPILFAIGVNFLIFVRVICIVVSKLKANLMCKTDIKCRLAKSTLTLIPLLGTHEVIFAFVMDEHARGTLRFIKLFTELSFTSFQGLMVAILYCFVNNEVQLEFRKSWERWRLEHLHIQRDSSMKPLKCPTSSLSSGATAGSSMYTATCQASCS
HT1080-NT tox: qHTS for induction of synthetic lethality in tumor cells producing 2HG: qHTS for the HT-1080-NT fibrosarcoma cell line; HT-1080-NT fibrosarcoma viability, CellTiter-Glo ATP luminescence, 48 h; Potency, µM (top dose mostly 46.1 µM), for inactives: at the highest dose activity, negative = less viability, usual class: cytotoxic; 1.6% of 360,000 active;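 note: NT is the 2HG producing partner of a matched IDH1 knockdown line; potency is the fitted concentration of half-maximal effect; 0% = DMSO-treated cells and -100% = media-only wells without cells; nearly all actives have a fitted effect of over 55% in size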
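750 cells/well, RPMI + 5% FBS; 2 h settle, compound pin-transfer, 48 h at 37 degrees C. CellTiter-Glo 10 min RT, luminescence. Normalized to DMSO and media-only wells.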
KB-3-1 cytotox: qHTS assay for MDR1-selective chemotherapeutics: Primary screen using the parental adenocarcinoma cell KB-3-1. Potency, µM (doses to about 46.1 µM), without a hit: top-dose activity change, negative = cytotoxic, hits mostly cytotoxic. KB-3-1 viability, CellTiter-Glo ATP luminescence, 72 h. 1.4% of 400,000 active; note: potency is the fitted concentration of half-maximal effect; % is set by controls: 0 for no effect and ±100 for the full control effect; nearly all actives have a fitted effect of over 60% in size
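Cytotoxicity measured as CellTiter-Glo luminescence after 72 h at 37 C. Compound titrations were pinned onto drug-naive KB-3-1 parental adenocarcinoma cells grown in DMEM with 10% FBS, and normalized data fitted to concentration-response curves.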
D3 antag: qHTS of D3 Dopamine Receptor Antagonist: qHTS; D(3) dopamine receptor (Homo sapiens), P35462; D3R cells, DiscoveRx beta-arrestin luminescence, antagonist mode; active compounds read low; max response, negative = inhibition, %; 2.5% of 360,000 active; in the data active = max response below about -50%; inconclusive = no clear call, values can overlap the other calls; note: % is set by controls: 0 for no effect and ±100 for the full control effect; mostly tested at two doses, the higher about 12 µM
Target sequence (P35462 whole entry, looked up): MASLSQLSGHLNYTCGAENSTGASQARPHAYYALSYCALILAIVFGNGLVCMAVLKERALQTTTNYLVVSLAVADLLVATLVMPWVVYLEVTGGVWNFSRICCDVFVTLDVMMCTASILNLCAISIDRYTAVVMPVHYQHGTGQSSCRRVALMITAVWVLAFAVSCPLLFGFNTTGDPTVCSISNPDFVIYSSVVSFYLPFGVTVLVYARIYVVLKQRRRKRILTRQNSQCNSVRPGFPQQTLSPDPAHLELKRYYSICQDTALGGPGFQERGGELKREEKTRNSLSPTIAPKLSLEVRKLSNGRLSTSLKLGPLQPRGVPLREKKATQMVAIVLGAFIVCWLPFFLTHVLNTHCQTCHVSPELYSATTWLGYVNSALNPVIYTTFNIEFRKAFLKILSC
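Cells expressing the human receptor were seeded at 1500 cells/well, incubated overnight at 37 degrees C in 5% CO2, then exposed to library compounds with dopamine controls for 90 minutes at 37 degrees C before luminescent detection.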
HT1080 IDH1KD tx: qHTS for induction of synthetic lethality in tumor cells producing 2HG: qHTS for the HT-1080-IDH1KD cell line | AID 686971, 2013 | HT-1080 IDH1 knockdown viability, ATP luminescence, 48 h | 2% of 360,000 active | Potency, µM (doses to about 46.1 µM), inactives show at the highest dose activity, negative = toxicity, hits mostly cytotoxic;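 note: potency is the fitted concentration of half-maximal effect; 0% = DMSO wells and -100% = cell-free medium wells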
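IDH1KD HT-1080 cells, 750/well, RPMI + 5% FBS; compound pinned after 2 h settling; 48 h, 37 °C; CellTiter-Glo luminescence; % activity normalised to DMSO and no-cell wells; curves fitted, classed by r2 and efficacy.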
KB-V1 cytotox: qHTS assay for MDR1-selective chemotherapeutics: Primary screen using the drug-selected MDR subline cells KB-V1; KB-V1 MDR cells viability, CellTiter-Glo, 72 h; Potency, µM (series often up to 46.1 µM), for inactives: at the highest dose activity change, negative = cytotoxicity, actives largely listed as cytotoxic; 3.4% of 400,000 active; note: potency is the fitted concentration of half-maximal effect; % is set by controls: 0 for no effect and ±100 for the full control effect; nearly all actives have a fitted effect of over 60% in size
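Compound-treated KB-V1 multidrug-resistant cells, 72 h, 37 degrees C; viability by CellTiter-Glo. Fitted qHTS curves give the values.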
DRD3 agonist: qHTS of D3 Dopamine Receptor Agonist: qHTS; max activation, %; D3R DiscoveRx beta-arrestin cells, luminescence, 90 min; 0.58% of 410,000 active; in the data active = max activation above about 30%; note: 0% is about no effect; mostly tested at two doses, the higher about 12 µM
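Agonist mode: compounds and dopamine controls were applied to plated cells for 90 min at 37 degrees C after an overnight attachment at 1500 cells/well. Luminescent read-out followed 30 - 60 minutes at room temperature with DiscoveRx detection reagent.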
IL-1B inflam inh: qHTS for Inhibitors of Inflammasome Signaling: IL-1-beta AlphaLISA Primary Screen | 4.7% of 360,000 active | activity change, % at 57.5 µM | THP-1 LPS/ATP IL-1B secretion, AlphaLISA, 16 h; active compounds read low; in the data active = activity change below about -50%; inconclusive = mostly about -30% to -49%; note: % is set by controls: 0 for no effect and ±100 for the full control effect
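THP-1 cells pretreated 1 hr with compounds (up to 57.5 uM final), then stimulated with LPS (250 ng/mL final) plus ATP (1.25 mM final); secreted IL-1B measured by AlphaLISA after 16 hr, decreased signal indicating inhibition.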
* marks the source's active call; other numbers are inactive results; ? = inconclusive; · = not tested or not shown; & = joins results of further samples; [ ] = remark or other dose. Unless noted, calls come from the whole dose curve; as a rule, active = well fitted curve in the direction sought with a large enough effect; inconclusive = small, poorly fitted or top-dose-only effect, or another doubt; inactive = no such curve, though single readings can be large; an effect the other way counts as inactive or inconclusive. An unsorted share of the library; any-hit rate near 12%.

SMILES	SW480 rerep	GLP-1R agonist	HT1080-NT tox	KB-3-1 cytotox	D3 antag	HT1080 IDH1KD tx	KB-V1 cytotox	DRD3 agonist	IL-1B inflam inh
Cc1ccccc1NC1=C(C(=O)c2ccccc2)N(C)S(=O)(=O)c2ccccc21	2%[9.22 µM]	-5%	-13%	0%	?	-11%	?	0	-7
O=C1c2cccnc2C(O)N1C1CCCCC1 (stereo not given)	-3%	5%	3%	-1%	-10	1%	0%	4	10
CN(C)CCC(O)(c1ccccc1)c1ccccc1Cl (stereo not given)	-4%	-6%	3%	0%	-3	2%	?	1&-1	-25
CCN(C[C@H]1N[C@@](Cc2ccccc2)(C(=O)OC)[C@H]2C(=O)N(C)C(=O)[C@@H]12)C(=O)COc1ccccc1	12%	-3%	3%	2%	2	4%	-2%	-15	-8
O=C(Nc1ccccc1Cl)OCc1cncs1	-19%	16%	20%	0%	5	14%	6%	-4	-23
COc1cccc(N2C(=O)C3CCCN3C2c2ccc(N(C)C)cc2)c1 (stereo not given)	-1%	-1%	-8%	13%	-16	-9%	38%	-6	16
CCN(c1ccccc1)S(=O)(=O)c1c[nH]c2ccc([N+](=O)[O-])cc12	-4%	1%	-21%	-4%	-13	?	-3%	-2	-29
O=C(COC(=O)CSc1ccccc1)NC1CCS(=O)(=O)C1 (stereo not given)	·	18%	5%	-4%	-6	0%	16%	5	9
CCS(=O)(=O)N1CCCC(C(=O)NCCc2ccc(C)cc2)C1 (stereo not given)	13µM*	-6%	15%	12%	33	4%	?	5	14
CC(=O)N1CCN=C1SCc1cccc(Cl)c1	-2%	13%	2%	?	-28	-2%	0%	-3	?
O=c1c2c(nc3n1CCS3)c1cc(F)ccc1n2Cc1cc(=O)n2cc(Cl)ccc2n1	-9%	6%	4%	14%	6	8%	4%	4	-27
O=C(CSc1nnc(-c2ccccc2)c(-c2ccccc2)n1)Nc1ccc(Br)cn1	?	-8%	-21%	0%	-2	-20%	0%	-3	-25
O=C(CN1C(=O)C2(SCC(=O)N2c2ccc(F)c(F)c2)c2ccccc21)NCCc1ccccc1 (stereo not given)	·	-8%	·	-11%	·	·	?	-1	·
CC(C)n1c(=N)c(C(=O)NCCc2ccccc2)cc2c(=O)n3ccccc3nc21	23µM*	2%	-2%	-8%	-14	-7%	?	-2	-52*
O=C(Nc1ccnn1C1CCN(Cc2c[nH]c3ccccc23)CC1)c1ccccc1	-1%	4%	-29%	-9%	-2	-17%	21%	-2	?
CCOc1ccccc1C(=O)NCC(=O)NCC(c1ccco1)N1CCCCC1 (stereo not given)	-51%[inhibitor]	13%	-5%	0%	-2	8%	0%	-11	10
CC(C)CC(=O)Nc1ccccc1N1CCN(C(=O)c2ccccc2)CC1	3%	-2%	7%	7%	25	-1%	?	-1	10
CCN(CC)S(=O)(=O)c1ccc(C(=O)NCc2ccc(C)cc2)cc1	-16%[9.22 µM]	-3%	8%	9%	9	7%	2%	1	12
CNC(=O)c1cccnc1Nc1cccc(C(F)(F)F)c1	3%	2%	-5%	-4%	18	-9%	?	-4	2
COc1ccc2[nH]cc(CCNC(=O)C3CCCCC3)c2c1	-2%	-1%	0%	-3%	3	0%	0%	2	-13
CCOC(=O)C1=C(C)NC(=O)NC1c1cn(-c2ccccc2)nc1-c1cccs1 (stereo not given)	0%	18%	?	0%	5	?	21µM*	2	-16
COc1ccccc1Nc1ncnc2c1nc1n2CCCCC1	·	6%	·	0%	·	·	-3%	-8	·
CCCCCCSc1cccc(-c2nc3ccc(C)cn3c2NCc2ccccc2)c1	-7%	-3%	?	-13%	108	-3%	-2%	14	-61*
Cc1cccc(CN2C(=O)CSc3ccc(C(=O)NC4CC4)cc32)c1	-18%	10%	-13%	-9%	1	-7%	?	-5	-4
Cc1ccc(SCC(=O)NC2CC3CCC(C2)N3C)cc1 (stereo not given)	-11%	7%	-1%	10%	17	11%	-7%	0	2
O=C(c1cc2cc([N+](=O)[O-])ccc2oc1=O)N1CCN(c2ncccn2)CC1	-10%	0%	-3%	13%	2	7%	10%	-2	11
Cc1cc(NC(=O)CSc2nccn2-c2cccc(Cl)c2)no1	-1%	17%	0%	0%	9	11%	-21%	4	6
O=C(O)COc1ccccc1/C=N/Nc1ccc(S(=O)(=O)Nc2ccc(Cl)cc2)cc1[N+](=O)[O-]	9%	-3%	0%	24%	-10	4%	19%	-4	8
CCC(=O)NCCCNc1nc2c(C)cccc2cc1C#N	?	16%	-6%	12%	15	-19%	?	-1	-5
CCCC(=O)Nc1ccc(C(=O)NNC(=S)NC(=O)c2cccs2)cc1	-3%	3%	?	4%	22	?	?	1	14
CCc1ccc(Nc2ccc(S(=O)(=O)N3CCOCC3)cc2[N+](=O)[O-])cc1	3%	-2%	-3%	-12%	?	1%	23µM*	-1	-15
COc1cccc(NC(=O)CCc2nc(-c3cccs3)no2)c1	-21%	-5%	7.3µM*	0%&-5%	-11	?	1%&9%	-4&0	6
Cc1ccc(S(=O)(=O)n2c([N+](=O)[O-])cnc2C)c(C)c1C	-2%	1%	0%	2%	24	4%	?	-1	6
CCc1ccc(Nc2ncc3c(n2)CC(c2ccc(OC)cc2)CC3=O)cc1 (stereo not given)	21µM*	-2%	?	?	?	?	-21%	2	15
O=C(O)CCNC(=O)/C(=C/C=C/c1ccccc1)NC(=O)c1ccccc1	-123%[inhibitor]	-3%	1%	2%	22	-1%	-4%	1	10
CCOC(=O)C(C)S(=O)(=O)c1ccc(C(F)(F)F)cn1 (stereo not given)	4%	1%	14%	0%	10	10%	-1%	0	0
O=c1[nH]c(O)c(/C=C2\C=Nc3ccc(Br)cc32)[nH]1	1%	7%	3%	-17%	1	1%	0%	2	?
CCOC(=O)c1ccc(NNC(C)=O)c([N+](=O)[O-])c1	-9%	6%	6%	3%	-3	7%	6%	4	7
COC(=O)[C@@]12C[C@@H](CC(=O)NCc3ccccc3)C(=O)N(CCc3ccc(OC)c(OC)c3)C1=CCC(C)(C)C2	·	·	-21%	0%	13	-4%	?	-6	-28
N#CC1C(=O)NC(=O)C(C#N)C12CCCc1sccc12 (stereo not given)	·	-5%	6%	-2%	7	6%	0%	5	8
CSCCC(NS(=O)(=O)c1ccc(C)cc1)C(=O)NCCc1c[nH]c2ccccc12 (stereo not given)	-24%	11%	-3%	2%	-19	-25%	-6%	7	-2
CC1(C)NC(C(=O)O)Cc2c1[nH]c1ccccc21 (stereo not given)	1%	4%	5%	11%	-8	23%	12%	6	1
C[C@H]1CN([C@@H](C)CO)C(=O)c2cccc(NC(=O)C3CC3)c2O[C@H]1CN(C)S(=O)(=O)c1ccccc1	-8%	-3%	1%	6%	4	1%	6%	3	-4
CN(C)c1nc(N)c(C(=O)N=C(N)N)nc1Cl	-9%	5%	?	0%	16	-22%	21%	-7	-20
Cc1nn2c(-c3ccncc3)nnc2c2ccccc12	6%	-1%	13%	5%	18	12%	2%	4	?
CCCCC(=O)Nc1ccc(C(=O)NNC(=O)c2ccccc2Br)cc1	-7%	2%	-14%[9.24 µM]	-5%	11	-3%	?	-13	0
O=C(CNC(=O)N1CC(=O)Nc2ccccc21)Nc1ccc(Br)cc1F	·	-8%	3%	5%	0	0%	11%	4	17
O=C(Cc1ccccc1Cl)NNC(=O)Nc1ccccc1	29µM*	-4%	17%	15%	24	7%	-3%	4	10
CC(C)Cc1nnc(NC(=O)CCC(=O)N2CCN(c3ccc(Cl)cc3)CC2)s1	-6%	-5%	4%	-10%	17	8%	-12%	3	?
CC(Nc1cc(N2CCOCC2)ccc1[N+](=O)[O-])c1ccccc1 (stereo not given)	0%	27%	-7%	-7%	-6	0%	?	3	-1

A second format for part of the listing above:
Order of results – SW480 rerep | GLP-1R agonist | HT1080-NT tox | KB-3-1 cytotox | D3 antag | HT1080 IDH1KD tx | KB-V1 cytotox | DRD3 agonist | IL-1B inflam inh
CC1(C)NC(C(=O)O)Cc2c1[nH]c1ccccc21 (stereo not given)
  1% | 4% | 5% | 11% | -8 | 23% | 12% | 6 | 1
CN(C)c1nc(N)c(C(=O)N=C(N)N)nc1Cl
  -9% | 5% | ? | 0% | 16 | -22% | 21% | -7 | -20
CC(C)Cc1nnc(NC(=O)CCC(=O)N2CCN(c3ccc(Cl)cc3)CC2)s1
  -6% | -5% | 4% | -10% | 17 | 8% | -12% | 3 | ?
O=C(Cc1ccccc1Cl)NNC(=O)Nc1ccccc1
  29µM* | -4% | 17% | 15% | 24 | 7% | -3% | 4 | 10

Next entries:
SMILES	SW480 rerep	GLP-1R agonist	HT1080-NT tox	KB-3-1 cytotox	D3 antag	HT1080 IDH1KD tx	KB-V1 cytotox	DRD3 agonist	IL-1B inflam inh
Cc1c(NC(=O)c2nn3c(c2Br)NC(c2ccccc2)CC3C(F)(F)F)c(=O)n(-c2ccccc2)n1C (stereo not given)	-166%[inhibitor]	-4%	11%	-3%	-2	22%	16µM*	2	0
COc1ccc(-c2cc(C3CCN(c4ncccc4[N+](=O)[O-])CC3)[nH]n2)cc1	1%	-11%	?	?	?	?	?	-4	-29
CSc1nc(-c2ccco2)cc(-c2ccccc2)c1C#N	1%	11%	-5%	-6%	-3	-2%	0%	-5	-3
Cn1nnnc1SC(C(=O)Nc1ccc(F)cc1)c1ccccc1 (stereo not given)	-4%	5%	0%	-8%	-8	-28%	-20%	0	-1
CC12CC3CC(C)(C1)CC(C(O)CN1CCOCC1)(C3)C2 (stereo not given)	-21%	-2%	-6%	-4%	8	3%	?	-8	-27
